GPR151 activ – human GPR151 activation. 1% of 650,000 active. activation, % at 11.2 µM. PathHunter beta-arrestin GPR151 cells, luminescence. Q8TDV0; in the data active = activation above about 4.9%;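 note: 0% = median of compound wells and 100% = cells with positive control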
Target sequence (Q8TDV0 whole entry, looked up): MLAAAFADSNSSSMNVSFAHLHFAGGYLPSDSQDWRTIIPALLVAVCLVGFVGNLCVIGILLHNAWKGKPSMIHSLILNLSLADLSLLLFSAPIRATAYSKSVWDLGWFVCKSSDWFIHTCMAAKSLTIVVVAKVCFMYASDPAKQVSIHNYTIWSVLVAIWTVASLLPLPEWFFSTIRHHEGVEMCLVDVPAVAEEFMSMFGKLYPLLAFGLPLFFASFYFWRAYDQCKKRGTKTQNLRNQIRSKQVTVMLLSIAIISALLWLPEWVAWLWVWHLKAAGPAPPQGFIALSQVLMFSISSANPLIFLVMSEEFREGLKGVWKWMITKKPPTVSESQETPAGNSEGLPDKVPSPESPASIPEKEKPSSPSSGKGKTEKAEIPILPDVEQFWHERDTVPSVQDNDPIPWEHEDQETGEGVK
Numbers without * were called inactive.

Compound,GPR151 activ
COc1nc2ccc(Br)cc2cc1[C@@H](c1ccccc1)[C@@](O)(CCN(C)C)c1cccc2ccccc12,7.5*
CC(c1cc(Cl)cc(Cl)c1)N(C)c1ncc2c(N)nc(N)nc2n1 (centres undefined),-1.1
COc1cccc(NC(=O)c2c(NC(=O)c3cccnc3)sc3c2CCC3)c1,3.9
Cc1ccc2nc(Cl)c(CNCc3cccs3)cc2c1,-1.6
O=C(Nc1nnc(-c2ccc(Cl)cc2)o1)c1cccc(C(F)(F)F)c1,-0.5
Cc1cc(C)cc(COc2ccc3c(C)c(CCC(=O)O)c(=O)oc3c2C)c1,-1.1
CCc1nc2ccc(Cl)cn2c1C(=O)NCc1ccc(N2CCC(c3ccc(OC(F)(F)F)cc3)CC2)cc1,1.1
O=C(NCc1cc(Cl)cc(Cl)c1)c1c(C(F)(F)F)nc2ccccn12,-0.6
Cc1nnc(NCc2cccc(Cl)c2)c2ccccc12,0.8
Nc1ncnc2c1ncn2C[C@@H](O)[C@@H](O)C(=O)O,-0.8
NC(=O)c1cc(Br)ccc1OCCOc1ccccc1,0.9
O=C(NC1CCCCC1)N1CCN(Cc2ccc3c(c2)OCO3)CC1,1.8
COc1ccccc1C(C)NCC(=O)Nc1cc(C(F)(F)F)ccc1Cl (centres undefined),-1.9
Cc1ccc(S(=O)(=O)n2cc(-c3ccnc(N)c3)c3cc(Br)cnc32)cc1,7.6*
NCC(c1cccs1)S(=O)(=O)c1ccccc1 (centres undefined),0.2
O=C([C@@H](c1ccc(Cl)cc1)c1cccnc1)N1CCN(c2ccc(C(F)(F)F)cc2)CC1,-1.2
N#Cc1nc(-c2ccccc2F)oc1NCCc1ccccc1,-2.2
COc1cc(-c2cc(-c3ccc(S(C)(=O)=O)cc3)cnc2N)ccc1O,-3.1
Nc1ccc2ncnc(Nc3ccc(OCc4cccc(F)c4)c(Cl)c3)c2c1,3.6
CN1CCN(c2nccc3[nH]c(-c4ccc(F)c(F)c4)nc23)CC1,-0.2

Some of these compounds in order of SMILES length, highest first.
Compound,GPR151 activ
O=C([C@@H](c1ccc(Cl)cc1)c1cccnc1)N1CCN(c2ccc(C(F)(F)F)cc2)CC1,-1.2
Nc1ccc2ncnc(Nc3ccc(OCc4cccc(F)c4)c(Cl)c3)c2c1,3.6
CC(c1cc(Cl)cc(Cl)c1)N(C)c1ncc2c(N)nc(N)nc2n1 (centres undefined),-1.1

Additional compounds follow:
Compound,GPR151 activ
Cc1cc(C(=O)Nc2ccc(-c3ccccc3)cc2)no1,-5.6
CCc1ccc([C@H]2C[C@H](C(F)(F)F)n3ncc(C(=O)NCc4ccc(OC)cc4)c3N2)cc1,1.6
O=C(c1n[nH]c2c1CCCC2)N1CCN(Cc2ccc3c(c2)OCO3)CC1,1.1
CCN(CC)S(=O)(=O)c1ccc(Cl)c(C(=O)Nc2ccc3nc(C)sc3c2)c1,-2.1
Cc1nc(-c2ccccn2)nc(N(C)CCc2ccccc2)c1Cl,0.5
Cc1ccc(NC(=O)CC2COc3ccccc3O2)cc1Cl (centres undefined),-0.7
O=C(c1cc2ccccc2o1)N1CCN(Cc2ccc3c(c2)OCO3)CC1,0.6
c1ccc(Oc2ccc(-c3cncc(-c4ccc5[nH]ccc5c4)n3)cc2)cc1,-1.1
Cc1nnc(NC(=O)c2cn(-c3ccccc3)nc2-c2ccccc2C)o1,1.4
CCN(CC)S(=O)(=O)c1ccc(C(=O)Nc2cc(C)nn2-c2nc(C)c(C)c(=O)[nH]2)cc1,-1.1
CC(C)(C)c1ccc(N[C@H]2CCCC[C@H]2NC(=O)c2ccco2)cc1,-1.3
CC(=O)N1CCN(c2ccc(Oc3ccc(Cl)cc3O)cc2)CC1,-0.4
Nc1ncnc2c1c(-c1cnc3ccccc3c1)nn2CC1CCNCC1,1.1
CCc1c(C)nc(-n2nc(C)cc2NC(=O)c2ccccc2SC)[nH]c1=O,-2.6
CS(=O)(=O)c1ccc(C(=O)N(CC2CCCO2)c2nc3ccccc3s2)cc1[N+](=O)[O-] (centres undefined),-1.7
COc1ccc(C2=NN(C3CCCCCC3)C(=O)C2(C)C)cc1OCc1ccccn1,3.0
O=C(Nc1nnc(-c2ccc(Cl)s2)o1)c1ccc(Cl)s1,0.7
COc1ccc(C2CC(c3cccs3)=NN2C(=O)c2ccco2)cc1OC (centres undefined),-1.3
O=C(NCCN1CCCC1)c1cc(NCCN2CCOCC2)nc2ccc(Cl)cc12,1.8
CCOC(=O)c1cc(-c2csc(Nc3c(C)cc(C)cc3C)n2)on1,0.9

Already shown: entries from further up.
Compound,GPR151 activ
Cc1cc(C(=O)Nc2ccc(-c3ccccc3)cc2)no1,-5.6
CCc1ccc([C@H]2C[C@H](C(F)(F)F)n3ncc(C(=O)NCc4ccc(OC)cc4)c3N2)cc1,1.6
O=C(c1n[nH]c2c1CCCC2)N1CCN(Cc2ccc3c(c2)OCO3)CC1,1.1
CCN(CC)S(=O)(=O)c1ccc(Cl)c(C(=O)Nc2ccc3nc(C)sc3c2)c1,-2.1
Cc1nc(-c2ccccn2)nc(N(C)CCc2ccccc2)c1Cl,0.5

Looked up by structure from above, 5 records:
Compound,GPR151 activ
CC(C)(C)c1ccc(N[C@H]2CCCC[C@H]2NC(=O)c2ccco2)cc1,-1.3
O=C(NCCN1CCCC1)c1cc(NCCN2CCOCC2)nc2ccc(Cl)cc12,1.8
O=C(c1n[nH]c2c1CCCC2)N1CCN(Cc2ccc3c(c2)OCO3)CC1,1.1
O=C(c1cc2ccccc2o1)N1CCN(Cc2ccc3c(c2)OCO3)CC1,0.6
Cc1nc(-c2ccccn2)nc(N(C)CCc2ccccc2)c1Cl,0.5

Continuation:
Compound,GPR151 activ
O=C(c1ccco1)N(CCCn1ccnc1)c1nc2c(Cl)cccc2s1,0.6
Cc1cc2ccccc2n1CC(=O)N1CC(C(=O)N2CCCCC2)Oc2ccccc21 (centres undefined),-1.4
O=C(NCCc1ccn(-c2ccccc2)n1)C1CCCCC1,3.0
Cc1ccc(NC(=O)c2cc(S(=O)(=O)NC(C)(C)C)ccc2C)nc1,-1.0
C[C@H](C(N)=O)N1CCCC[C@H]1c1ccc(OCc2cccc(F)c2)cc1,-1.8
O=C(Nc1ccccc1-c1nc2c(C(=O)O)cccc2o1)c1ccccc1,0.9
Cc1ccc2oc(-c3cc(NC(=O)Cc4ccccc4)ccc3Cl)nc2c1,-1.7
Cc1ccc(-c2cc(C(=O)Nc3cccnc3)c3cc(Br)ccc3n2)cc1,1.0
CCc1nc2ccc(C(=O)NCc3ccc4c(c3)OCO4)cn2c1N(C)Cc1cccs1,0.5
NC(N)=Nc1ccc(-c2ccc(-c3ccc(N=C(N)N)c(Cl)c3)o2)cc1Cl,-1.8
CCOc1ccc2cc(-c3nn(CC4CCN(C)CC4)c4ncnc(N)c34)ccc2c1,-0.1
CNc1cc(C)nc(C2CN(C(=O)c3n[nH]c4ccccc34)CCO2)c1 (centres undefined),-2.6
CCn1cnc2c(Nc3cc(F)cc(F)c3)nc(C#N)nc21,0.5
Cc1ccc2nc(C)c(-c3ccn(Cc4ccccc4)n3)n2c1,0.9
O=C(C1CCN(c2nnc(-n3cccc3)s2)CC1)N1CCC(Cc2ccccc2)CC1,3.8
CS(=O)(=O)N1CCC(CCn2nc(Cc3cccc4ccccc34)c3c(N)ncnc32)CC1,1.0
O=C(NCc1ccoc1)N1CCN(Cc2ccc3c(c2)OCO3)CC1,-1.4
NS(=O)(=O)c1cncc(-c2ccc3nccc(-c4cn[nH]c4)c3n2)c1,3.1
NCC(=O)N1CCn2c(nc(-c3ccccc3)c2Nc2ccc3c(c2)OCO3)C1,0.6
CC(C)NCC(=O)Nc1cccc(C(=O)Nc2cccc(C(F)(F)F)c2)c1,-0.2
Cc1cc(C)n2nc(C(=O)Nc3cc(C(F)(F)F)ccc3N3CCOCC3)nc2n1,-1.5
O=C(NCCc1c[nH]c2ccccc12)c1cc2ccccc2oc1=O,0.1

These rows are one share of the data; rates above refer to the full screens.
